LDHA block: LDHA (human) enzyme inhibition. P00338. purified LDHA, NADH/diaphorase-resazurin fluorescence; active compounds read low. activity change, % (values are at about 110 or 230 µM). hit rate 0.15% among 480,000; in the data active means activity change below about -30%; inconclusive means mostly about -25% to -30%;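 further: plate controls were DMSO wells for no effect and wells without enzyme for full effect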
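Enzyme activity of human lactate dehydrogenase 5 (2 nM; 0.06 mM NADH, 0.2 mM pyruvate, 5 min, RT) is measured via a resazurin/diaphorase fluorescence readout of residual NADH.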
Starred values were filed as active, the others as inactive. Not all compounds are listed. The share of hits here may be higher or lower than overall.

CC1=CCC2C(C)(C)CCCC2(C)C1CC/C(C)=C/CC/C(C)=N/O (configuration not stated) was read as LDHA block 3.5.
`CC(C)CC(=O)C(C#N)C(=O)NCc1ccccc1` (configuration not stated) gave LDHA block 2.3.
For COc1ccc2nc(/C=C/c3cccc(F)c3)sc2c1 the results were LDHA block 15.9.
For CCCCc1c(C)nc(Nc2nc(C)c3cc(OC)ccc3n2)[nH]c1=O the results were LDHA block 2.7.
`CC1(C)CC(=O)c2c(nc3cc(Cl)ccc3c2N)C1` gave LDHA block 5.8.
O=C(Nc1nc2ccccc2s1)c1noc2c1CSc1ccccc1-2 was read as LDHA block -3.4.
`CN(C(=O)Cn1c(=O)n(C)c(=O)c2sccc21)c1ccccc1` gave LDHA block -10.5.
`CC(=O)N1CCN(C(C(=O)O)c2c[nH]c3ccc(Br)cc23)CC1` (configuration not stated) gave LDHA block 1.3.
`COc1ccccc1NC(=O)C1CC(=O)N(Cc2ccccn2)c2nc3ccccc3n21` (configuration not stated) gave LDHA block -2.2.
COc1ccc(C(=O)/C(=C/c2ccc(C)cc2C)c2nc3ccccc3[nH]2)cc1 was read as LDHA block 9.3.
CN(C)CCCNC(=O)CCCNc1nc(Cl)nc2nc[nH]c12 was read as LDHA block 11.6.
Cc1ccc(C(=O)NCC(C)C)c(C)c1 was read as LDHA block -1.0.
`c1csc(-c2nc(N3CCCC3)c3ccccc3n2)c1` gave LDHA block 9.0.
For O=C(C1=C(O)C(=O)N(c2nncs2)C1c1ccccc1)c1cccs1 (configuration not stated) the results were LDHA block 11.0.
`CCCOC(=O)c1ccc(Nc2nc3ccccc3nc2NS(=O)(=O)c2ccc(F)cc2)cc1` gave LDHA block -5.7.
`CC(C)Cc1nc(N2CCN(C(=O)C(=O)NCCCO)CC2)c(C#N)c2c1CCCC2` gave LDHA block 6.0.
`COc1ccc(-c2c3c(=O)n(C)c(=O)n(C)c3cn2-c2cccc(C)c2)cc1` gave LDHA block 3.0.
`NC(=O)c1cc(S(=O)(=O)NCC2CCN(Cc3ccccc3F)CC2)cs1` gave LDHA block -8.7.
For CN1C(=O)[C@@](O)(c2cn(C)c3ccccc23)c2ccccc21 the results were LDHA block 1.2.
`CC(NC(=O)C12CC3CC(CC(C3)C1)C2)C(=O)NC(C)(C)CO` (configuration not stated) gave LDHA block -0.7.
Fc1cccc(CSC2=NCCS2)c1 was read as LDHA block 1.0.
For COCCN(CCOC)C(=O)c1cc2ccccc2c(OC)n1 the results were LDHA block 10.3.
Screening CC1CCN(CC2CCCN2)CC1 (configuration not stated) returned LDHA block 2.6.
Screening CCc1ccc(-c2nnn(CC(=O)N(CC)Cc3ccc(Cl)s3)n2)cc1 returned LDHA block 2.3.
CC(CC#N)NCc1ccnc(N2CCCCC2)c1 (configuration not stated) was read as LDHA block 6.1.
Screening O=C(NC1CCCC1)C1=Cc2cc(Cl)ccc2OC=C1 returned LDHA block -0.5.
CCn1cnc2c1c(=O)n(CC(=O)Nc1ccc(C)c(F)c1)c(=O)n2Cc1ccccc1 was read as LDHA block 4.0.
Cc1ccccc1CS(=O)Cc1ccc(F)cc1 (configuration not stated) was read as LDHA block -7.3.
`COc1cccc(COC(=O)C2CCN(S(=O)(=O)c3ccc(F)cc3)CC2)c1` gave LDHA block -3.0.
For COc1cccc(-c2cc(=O)[nH]c(Nc3nc(C)c4cccc(C)c4n3)n2)c1 the results were LDHA block -9.4.
`Cc1ncsc1C(=O)NCc1ccc(N2CCOCC2)nc1` gave LDHA block 7.6.
COc1ccc(NC(=O)c2cc(-c3ccccc3O)on2)cc1OC was read as LDHA block 6.6.
For CCCCCCCC(=O)Nc1c(C)cc(C)cc1C the results were LDHA block 11.2.
`Cn1c(=O)c2nc(Cl)n(Cc3ccccc3)c2n(C)c1=O` gave LDHA block 8.1.
`Cc1ccc(-c2noc(CN3CCCC3c3cccs3)n2)cc1` (configuration not stated) gave LDHA block 3.9.
`CCc1ccc(CCC(=O)NC)cc1` gave LDHA block -6.5.
For CCN(CC)C(=O)N1CCC(C(=O)NCC2(c3ccc(F)cc3)CC2)CC1 the results were LDHA block -0.1.
For Cc1ccc(-n2ncc3c(Nc4cccc5c4CCCC5)ncnc32)cc1 the results were LDHA block 5.8.
For COc1cc(C(=O)Nc2cccc(Cl)c2)nc2ccc(Cl)cc12 the results were LDHA block -6.1.
For O=C(NC1(C(F)(F)F)C(=O)Nc2c1c(=O)[nH]c(=O)n2-c1ccc(Cl)cc1)c1ccco1 (configuration not stated) the results were LDHA block -5.0.
`O=C(O)C(c1c[nH]c2ccc(Br)cc12)N1CCN(c2ncc(Br)cn2)CC1` (configuration not stated) gave LDHA block -4.6.
For CCC(C(=O)NCc1ccccc1)n1c(Cc2cc(F)cc(F)c2)nc2ccccc21 (configuration not stated) the results were LDHA block -1.1.
For CCOC(=O)N1CCN(C(=O)C[C@@H]2C[C@@]3(C(=O)OCC)CCCC=C3N(Cc3ccc(Cl)cc3Cl)C2=O)CC1 the results were LDHA block 4.1.
Cc1c(CN(C)C(=O)Cn2nc(C(F)(F)F)c(Cl)c2C)cnn1C was read as LDHA block -7.3.
Screening O=C(NCc1cccc(C(F)(F)F)c1)C1CCN(C(=O)/C=C/c2ccccc2)CC1 returned LDHA block 4.4.
COc1ccc2cc3[n+](cc2c1O)CCc1cc2c(cc1-3)OCO2 was read as LDHA block 17.0.
For CCc1ccc(C(=O)COC(=O)Cc2cccc3ccccc23)cc1 the results were LDHA block 0.1.
O=C(N/N=C(/c1ccccc1)c1ccncc1)C1CC1 was read as LDHA block 3.6.
`COc1ccc(Cl)cc1-c1nc(SCC(=O)NC(=O)NC(C)(C)C)n[nH]1` gave LDHA block 13.5.
O=C(C1=C(O)C(=O)N(CCc2ccccc2)C1c1ccc(Br)cc1)c1cccs1 (configuration not stated) was read as LDHA block 1.8.
`COc1ccc(C(=O)Nc2ccc(Br)cc2C)cc1Cl` gave LDHA block inconclusive.
`O=C(/C(Cl)=C/N1CCN(C(c2ccccc2)c2ccccc2)CC1)C(F)(F)F` gave LDHA block 5.4.
For COc1ccc2c(C)c(CC(=O)NCCc3ccc(S(N)(=O)=O)cc3)c(=O)oc2c1 the results were LDHA block 5.6.
`CC(C)CC(NC(=O)c1ccn(C)c(=O)c1)c1ccccc1` (configuration not stated) gave LDHA block 6.4.
`Nc1ccccc1C(=O)NCCc1ccccc1` gave LDHA block 6.6.
Cc1cccc(-c2ocnc2C(=O)Nc2ccc(C)cc2C)c1 was read as LDHA block 0.8.
`O=C(O)CCNS(=O)(=O)c1ccccc1Cl` gave LDHA block 10.2.
Cc1ccccc1-n1nnnc1C1(NC2CCCCC2)CCCC1 was read as LDHA block 0.2.
Screening CCN(CCO)C(=S)Nc1cc(C)cc(C)c1 returned LDHA block 0.3.
`CC(C)NC(=O)CN(C)CC(O)COc1ccc(Cl)cc1` (configuration not stated) gave LDHA block 2.1.
For COC(=O)c1c(NC(C)=O)sc2c(OCc3ccccc3C#N)c(Br)ccc12 the results were LDHA block 6.4.
CN(Cc1ccccc1)C(=O)CCNC(=O)Nc1ccccc1 was read as LDHA block 5.6.
CNC(=O)c1ccc(C(=O)O)cn1 was read as LDHA block 8.4.
`CN(CCOc1ccccc1Cl)C(=O)c1cc2ccccc2oc1=O` gave LDHA block 0.9.
CC(C)(C)C(=O)COC(=O)c1c(Cl)cccc1Cl was read as LDHA block -12.7.
Screening Cc1nc2c3c(C)c(C)n(Cc4ccncc4)c3ncn2n1 returned LDHA block 4.6.
`COC(=O)C1CCN(c2nc3ccccc3nc2C(C#N)C(=O)NCc2ccccc2)CC1` (configuration not stated) gave LDHA block -15.5.
For CC(C)(C)OC(=O)C(C)(C(=O)OC(C)(C)C)c1nc(C(C)(C(=O)OC(C)(C)C)C(=O)OC(C)(C)C)nc(C(C)(C(=O)OC(C)(C)C)C(=O)OC(C)(C)C)n1 the results were LDHA block 1.6.
O=C(NC1CCCC1)c1ccc2ncsc2c1 was read as LDHA block 6.0.
Screening Cc1nccc(-c2cccc(NC(=O)c3nccnc3N)c2)n1 returned LDHA block 10.2.
`Cc1ccc(C)c(-c2csc(Nc3ccc(S(N)(=O)=O)cc3)n2)c1` gave LDHA block -1.5.
Screening CCC(=O)N1CCCC(CN2CCN(c3ccccn3)CC2)C1 (configuration not stated) returned LDHA block -6.0.
COC(=O)c1cc(NC(=O)c2ccc3c(c2)CCC3)cc(C(=O)OC)c1 was read as LDHA block -19.7.
For O=C(Nc1ccc2ccccc2c1)C1=C(c2ccccc2)S(=O)(=O)CCO1 the results were LDHA block 0.1.
`COc1ccc(COC(=O)C2=C(C)NC(=O)CC2c2cc3c(cc2Br)OCO3)cc1` (configuration not stated) gave LDHA block 6.5.
Screening CCc1nc2ccccc2c(C(=O)OCC(=O)N(C(C)C)C(C)C)c1C returned LDHA block -1.8.
COc1cccc(C2CC(=O)Nc3nc(N)sc32)c1OC(C)C (configuration not stated) was read as LDHA block 142.0.
O=C(CSc1nnc(-c2ccncc2)n1-c1ccc(Cl)cc1)NCc1ccc2c(c1)OCO2 was read as LDHA block -4.1.
Screening CC(NC(=O)c1ccc(CS(C)(=O)=O)cc1)c1ccc(F)cc1 (configuration not stated) returned LDHA block -0.2.
For CCCC(=O)n1nc(NCc2ccccc2)nc1NCc1ccccc1 the results were LDHA block -15.3.
`COc1cc(NC(=O)n2ncc3cc(Cl)ccc32)cc(OC)c1OC` gave LDHA block 13.7.
Screening COc1ccc(C(=O)Nc2oc3ccccc3c(=O)c2-c2cccc(C)c2)cc1 returned LDHA block -6.2.
CCn1cc(Br)c(C(=O)Nc2cc(C)ccc2F)n1 was read as LDHA block 1.6.
COc1ccc(Cl)cc1NC(=O)c1cc(=O)n2c(nc3ccccc32)s1 was read as LDHA block -1.5.
For CCn1c(SCc2nc(-c3ccccc3OC)no2)nnc1-c1ccco1 the results were LDHA block -12.2.
For Nc1nnnn1NCc1ccc(-c2ccc(Cl)cc2)o1 the results were LDHA block -3.7.
Screening Cc1cccc(NC(=O)Cn2nc(-c3ccccc3)c3c(c2=O)CCCC3)c1C returned LDHA block 7.6.
`CCN(C(=O)c1cn(CC(C)C)c(=O)c2cc(OC)c(OC)cc12)c1cccc(C)c1` gave LDHA block 13.4.
For O=C(NC1CCCc2ccccc21)C1CCC1 (configuration not stated) the results were LDHA block 10.7.
Screening N#Cc1c(N)sc2c1CCC2 returned LDHA block 14.7.
`COCCn1c(=O)c2c(nc(-n3nc(C)cc3C)n2CCC(C)C)n(C)c1=O` gave LDHA block -9.0.
Cc1ccc(-c2[nH]ncc2C=O)cc1C was read as LDHA block -0.2.
Screening CCNc1c(NC(=O)Nc2ccc(F)cc2F)c(=O)oc2ccccc12 returned LDHA block 7.5.
Screening CCOC(=O)c1ccccc1NC(=O)CN1CCCN(Cc2cccc(OC)c2)S1(=O)=O returned LDHA block 3.0.
Screening O=C(Cn1ncn2nc(-c3cccs3)cc2c1=O)N1CCCCCC1 returned LDHA block -4.2.
Screening Cc1ccc(-c2cc(C(=O)N3CCOCC3)c3ccccc3n2)s1 returned LDHA block -4.4.
`COc1ccc(-c2c(C(F)(F)F)oc3cc(OS(C)(=O)=O)ccc3c2=O)cc1OC` gave LDHA block 6.0.
`C#CCN1C(=O)S/C(=C/c2cn(CC(=O)O)c3ccccc23)C1=O` gave LDHA block 10.4.
Screening NC(=O)c1cc2ccccc2nc1N returned LDHA block 3.5.
C(=N\N=C1c2ccccc2-c2ccccc21)/c1c2ccccc2cc2ccccc12 was read as LDHA block -6.8.
CC(C(=O)N(C)Cc1ccccc1)N(c1ccccc1)S(C)(=O)=O (configuration not stated) was read as LDHA block 8.0.
CCC(=O)C1=C(c2ccc(Cl)c(Cl)c2)N(C(=O)CC)n2cnnc2S1 was read as LDHA block 2.4.
`Cc1ccc(C(C)C)c(OCC(=O)Nc2ccc3oc(C)nc3c2)c1` gave LDHA block -0.2.
Screening CC1CCN(c2nc3c(c(=O)n(Cc4ccccc4)c(=O)n3C)n2C)CC1 returned LDHA block -12.3.
Screening Cc1cc(Sc2ccc(NC(=O)c3cccc(Cl)c3)cc2)c2ccccc2n1 returned LDHA block 14.0.
Screening Cc1c(C)n(Cc2ccncc2)c2ncn3ncnc3c12 returned LDHA block 2.1.
CCN(CC)CCC12CC3CC(CC(C3)C1)C2 was read as LDHA block -5.0.
O=C(N1CCCCC1)C12CC3CC(CC(Cl)(C3)C1)C2 was read as LDHA block 8.9.
Screening Cc1ccc(C(=O)C(C)Sc2ccc3c(c2)OCCO3)cc1 (configuration not stated) returned LDHA block -0.2.

A draw from above in order of formula weight, rising:
Screening Cc1c(C)n(Cc2ccncc2)c2ncn3ncnc3c12 returned LDHA block 2.1.
O=C(N1CCCCC1)C12CC3CC(CC(Cl)(C3)C1)C2 was read as LDHA block 8.9.
`Cc1ccc(C(C)C)c(OCC(=O)Nc2ccc3oc(C)nc3c2)c1` gave LDHA block -0.2.
Screening Cc1cc(Sc2ccc(NC(=O)c3cccc(Cl)c3)cc2)c2ccccc2n1 returned LDHA block 14.0.

By substructure, the compounds so far with a thiophene ring, fused or not.
`CN(C(=O)Cn1c(=O)n(C)c(=O)c2sccc21)c1ccccc1` gave LDHA block -10.5.
`c1csc(-c2nc(N3CCCC3)c3ccccc3n2)c1` gave LDHA block 9.0.
For O=C(C1=C(O)C(=O)N(c2nncs2)C1c1ccccc1)c1cccs1 (configuration not stated) the results were LDHA block 11.0.
`NC(=O)c1cc(S(=O)(=O)NCC2CCN(Cc3ccccc3F)CC2)cs1` gave LDHA block -8.7.
Screening CCc1ccc(-c2nnn(CC(=O)N(CC)Cc3ccc(Cl)s3)n2)cc1 returned LDHA block 2.3.
`Cc1ccc(-c2noc(CN3CCCC3c3cccs3)n2)cc1` (configuration not stated) gave LDHA block 3.9.
O=C(C1=C(O)C(=O)N(CCc2ccccc2)C1c1ccc(Br)cc1)c1cccs1 (configuration not stated) was read as LDHA block 1.8.
For COC(=O)c1c(NC(C)=O)sc2c(OCc3ccccc3C#N)c(Br)ccc12 the results were LDHA block 6.4.
Screening N#Cc1c(N)sc2c1CCC2 returned LDHA block 14.7.
Screening O=C(Cn1ncn2nc(-c3cccs3)cc2c1=O)N1CCCCCC1 returned LDHA block -4.2.
Screening Cc1ccc(-c2cc(C(=O)N3CCOCC3)c3ccccc3n2)s1 returned LDHA block -4.4.
